Autophagy mod: autophagy modulators in MEF cells, primary screen, imaging, high-content, MEF GFP-LC3 | MEF GFP-LC3 puncta imaging; test concentration mostly 10 µM | calls only at 10 µM (by protocol) | hit rate 0.98% among 190,000 | AID 463193, 2010;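 active means percentage of spot-positive cells more than 3 SD above its plate mean, without a fluorescence outlier flag or 80% toxicity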;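 further: spot-positive cell cutoff set from DMSO-treated cells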
WT yeast gro inh: growth inhibition of WT strain, primary screen, mitochondrial fusion inhibitor project, WT and mutant strains, chemical genetic; mitochondrial fusion phenotypic screen; inhibition, % at 10 µM; hit rate 2.1% among 190,000; AID 1362, 2008; in the data active means inhibition above about 58%; tested in S. cerevisiae
XIAP displacement: XIAP antagonists, biochemical, IAP family, fluorescence polarization (AID 1018) | XIAP BIR domain, fluorescence polarization peptide displacement; higher % means a stronger effect | displacement, % at 20 µM, or IC50 in µM where a hit was titrated | hit rate 0.007% among 200,000; in the data active means displacement above about 50%; further: a part of the inactive calls stands beside numbers as strong as those of hits
Hep lipid drop: inhibitors of hepatocyte lipid droplet formation, primary screen, imaging, high-throughput imaging, BODIPY stain. inhibition, % at 6.5 µM. AML12 mouse hepatocytes, oleate lipid droplets. hit rate 0.4% among 240,000. AID 1656, 2009;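 active means lipid droplet intensity inhibited by at least 50%, with more than 500 cells counted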
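Assay system: AML12 hepatocytes (mouse); Probe or stimulus: oleic acid at 100 µM to induce lipid droplet formation; Dosing: compound at 6.5 µM only; Schedule: compound with oleate, overnight; Detection: fluorescence imaging, 20x objective, two fields per well; Measure: % inhibition of lipid droplet signal.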
Insulin prom up: insulin promoter activators in MIN6 cells, imaging, high-content screening, mouse beta cells | z-score at 5 µM | MIN6 insulin promoter-GFP reporter; stronger effect = higher value | hit rate 0.3% among 190,000 | AID 1625, 2009;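 active means z-score above 3 at 5 µM with at least 500 cells counted in the well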
b-catenin transl: modulators of beta-catenin nuclear translocation, primary screen, imaging, HeLa cells, immunofluorescence, high-content; hit rate 0.3% among 190,000; AID 1665, 2009; nuclear translocation activity, % at 5 µM;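 active means nuclear translocation activity above 50% at 5 µM, with a well cell count of 50 or more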;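 further: per-cell ratio of nuclear to cytoplasmic median beta-catenin stain intensity; plate controls were DMSO negative control for no effect and GSK-3 inhibitor IX positive control for full effect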
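System: Human HeLa cells, endogenous beta-catenin | Compound dosing: 5 µM primary, 0.02–20 µM confirmation | Timing: 24 h compound exposure at 37°C, 5% CO2 | Measured by: Fluorescence imaging of beta-catenin antibody stain plus DAPI | Read-out basis: % activation of per-cell nuclear versus cytoplasmic median beta-catenin signal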
CSM14.1 death rescue: rescue of cells from ER stress-induced death, primary screen, 384-well, CSM14.1, thapsigargin, ATP luminescence (AID 1222) | 190,000 tested, under 10 active | cellular ATP content (survival), % at 20 µM, or EC50 in µM where a hit was titrated | CSM14.1 thapsigargin-induced death rescue, ATP luminescence; higher % means a stronger effect;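 active means EC50 below 50 µM in the dose-response confirmation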;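 further: death triggered by thapsigargin at about 15 µM added after 2 h compound pretreatment; cell ATP read after overnight thapsigargin exposure of roughly 18 to 22 hours; normalized against plate controls of thapsigargin alone and 5% DMSO vehicle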
MT stabilize HCS: microtubule stabilizers in HeLa cells, primary screen, imaging, high-content imaging; HeLa tubulin immunostaining HCS, 24 h; share of cells brighter than vehicle mean+2SD; % tubulin-high responders, % at 10 µM; hit rate 0.83% among 200,000; AID 2205, 2009;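 active means plate Z-score above 3 for both tubulin-high and condensed-nucleus cell shares, with cell loss under 80%, at 10 µM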;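 further: anti alpha tubulin signal scored within the nucleus-defined area of each cell; some results filed as inactive read as strong as hits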
Dynein transport: inhibitors of GR-EGFP nuclear translocation, primary screen, dynein cargo transport inhibitor project, imaging, high-content, 3617.4 mouse cells. test concentration mostly 20 µM; stimulated with dexamethasone, 1 µM; stronger effect = lower value. z-score, hits read low. hit rate 0.47% among 220,000;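 active means plate z-score of nuclear minus cytoplasmic receptor signal below a set negative limit, without overly bright fluorescence or cell loss, cut at about -3.5 in these data, passing the limit was not always enough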;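 further: z-score of nuclear minus cytoplasmic ring GR-EGFP intensity difference per well; some compounds called inactive have numbers as strong as hits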
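medium = tetracycline-free induction medium containing charcoal-stripped FBS | probe or stimulus = dexamethasone, 1.0 µM final | timing = 48 h induction, then 1 h compound, then 30 min agonist, 37 °C | detection = automated 10x imaging of fixed Hoechst-stained cells | read-out basis = nuclear versus cytoplasmic GR-EGFP signal, averaged per well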
WT yeast gro inh mutant strain: recorded beside WT yeast gro inh, whose call it bears; inhibition, %; mitochondrial fusion phenotypic screen, mutant strain inhibition
Dynein transport cytoplasmic EGFP: further read-out of Dynein transport, marked with its call; z-score; measured here: cytoplasmic GR-EGFP intensity; stronger effect = higher value
Dynein transport nuclear GR-EGFP: recorded beside Dynein transport, whose call it bears; z-score; measured here: nuclear GR-EGFP intensity;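 lower value marks the stronger effect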
Dynein transport cell count: recorded beside Dynein transport, whose call it bears; z-score; measured here: cell count per field
Insulin prom up cell count: further read-out of Insulin prom up, marked with its call; cell count; measured here: cytotoxicity, nuclei count;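 total cells summed across four imaged fields per well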
Hep lipid drop cells 6.5 µM: recorded beside Hep lipid drop, whose call it bears; cell count; measured here: cell count, cytotoxicity flag;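 cells counted across two imaged fields per well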
b-catenin transl cell count 5 µM: also measured in b-catenin transl; calls as there; cell count; measured here: cell count, cytotoxicity flag
MT stabilize HCS Hoechst-high %: further read-out of MT stabilize HCS, marked with its call; % Hoechst-high responders; measured here: nuclear condensation Hoechst responders;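 share of cells brighter than vehicle mean plus two SD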
MT stabilize HCS cytotoxicity %: further read-out of MT stabilize HCS, marked with its call; toxicity, %; measured here: cytotoxicity by cell density;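 0% = mean cell density of plate MIN control wells and 100% = no cells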
Autophagy mod cell loss 18 h: recorded beside Autophagy mod, whose call it bears; toxicity, %; measured here: cell loss, nuclei count;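 cell loss after 18 h compound exposure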
* marks the source's active call; other numbers are inactive results; i = inactive; nt = not tested or not shown.

SMILES	Autophagy mod	Autophagy mod cell loss 18 h	WT yeast gro inh	WT yeast gro inh mutant strain	XIAP displacement	Hep lipid drop	Hep lipid drop cells 6.5 µM	Insulin prom up	Insulin prom up cell count	b-catenin transl	b-catenin transl cell count 5 µM	CSM14.1 death rescue	MT stabilize HCS	MT stabilize HCS Hoechst-high %	MT stabilize HCS cytotoxicity %	Dynein transport	Dynein transport cytoplasmic EGFP	Dynein transport nuclear GR-EGFP	Dynein transport cell count
Cc1ccccc1C(=O)N1CCN(c2ccc(NC(=O)CSc3ccc(Cl)cc3)cc2)CC1	i	1	-24	6	-4.3%	nt	nt	nt	nt	nt	nt	5.6%	4.0	1.0	4.9	2.7	0.016	0.11	-2.1
C=CCNC(=O)CCCOc1ccc(C)cc1	i	5	20	23	-6.2%	17	721	1.2	853	nt	nt	-1.2%	0.9	1.5	16	1	-0.11	0.13	0.042
CCC(=O)Nc1cccc(-n2nnnc2SCC(=O)c2ccc(C)c(C)c2)c1	i	1	-18	1	-7.7%	4	637	-0.36	1424	0.6	1074	-0.8%	2.0	1.9	11	0.011	-0.22	0.25	0.18
Cc1cccc(CCNC(=O)COc2cc(=O)n(C)c3ccccc23)c1	i	4	7	9	-5.0%	-8	673	0.69	1281	-2.9	1038	nt	1.8	2.2	8.9	-0.024	0.26	0.19	0.71
C/C(NCC(C)(C)CN(C)C)=C(/C#N)C(=O)NCc1ccccc1	i	-2	1	-8	-5.5%	6	766	-0.16	1188	-6.0	1246	3.2%	6.0	2.3	2.1	-0.68	-0.21	0.0089	0.21
CCN(CC)CC#CCC(O)(c1ccccc1)C1CCCC1 (stereo not drawn)	i	0	-13	2	-3.0%	-1	697	-0.45	1175	-1.5	1236	1.5%	4.1	1.8	7.2	-0.97	-0.07	-0.39	1
CN(C)/C=C/C(=O)c1ccc(N2CCN(c3ncc(C(F)(F)F)cc3Cl)CC2)cc1	i	0	50	20	-3.8%	3	646	nt	nt	nt	nt	-1.2%	1.6	1.4	15	1.9	0.086	1.1	-1
O=C(COc1ccccc1)Nc1cccc(-c2nc3ccccc3[nH]2)c1	i	3	27	14	-6.9%	7	650	0	1466	0.2	1154	-2.7%	2.3	2.2	14	0.29	-0.2	0.32	-0.13
O=C(O)c1cc(S(=O)(=O)N2CCOCC2)ccc1N1CCOCC1	i	26	-35	-22	-5.7%	-1	816	0.18	878	1.1	994	2.4%	1.5	1.9	6.8	-0.5	-0.35	-0.029	0.16
Cc1cc(Cl)ccc1Oc1ccccc1C(=O)CC#N	i	-8	45	16	-5.7%	2	679	0.35	1338	-0.9	1131	7.3%	3.2	2.5	4.9	-0.45	-0.2	-0.28	0.9
O=C(O/N=C(\c1ccccc1)c1ccncc1)c1ccccc1F	i	3	-20	30	-0.7%	4	682	0.2	1291	0.2	1560	-2.5%	1.0	1.0	5.6	0.46	-0.34	0.34	0.45

Arranged by the number under Dynein transport cell count (smallest number first): 5 from the list above
| Compound | Dynein transport cell count |
| --- | --- |
| Cc1ccccc1C(=O)N1CCN(c2ccc(NC(=O)CSc3ccc(Cl)cc3)cc2)CC1 | -2.1 |
| C=CCNC(=O)CCCOc1ccc(C)cc1 | 0.042 |
| O=C(O)c1cc(S(=O)(=O)N2CCOCC2)ccc1N1CCOCC1 | 0.16 |
| CCC(=O)Nc1cccc(-n2nnnc2SCC(=O)c2ccc(C)c(C)c2)c1 | 0.18 |
| O=C(O/N=C(\c1ccccc1)c1ccncc1)c1ccccc1F | 0.45 |

Retrieved by structure from above:
SMILES	Autophagy mod	Autophagy mod cell loss 18 h	WT yeast gro inh	WT yeast gro inh mutant strain	XIAP displacement	Hep lipid drop	Hep lipid drop cells 6.5 µM	Insulin prom up	Insulin prom up cell count	b-catenin transl	b-catenin transl cell count 5 µM	CSM14.1 death rescue	MT stabilize HCS	MT stabilize HCS Hoechst-high %	MT stabilize HCS cytotoxicity %	Dynein transport	Dynein transport cytoplasmic EGFP	Dynein transport nuclear GR-EGFP	Dynein transport cell count
O=C(O)c1cc(S(=O)(=O)N2CCOCC2)ccc1N1CCOCC1	i	26	-35	-22	-5.7%	-1	816	0.18	878	1.1	994	2.4%	1.5	1.9	6.8	-0.5	-0.35	-0.029	0.16
C=CCNC(=O)CCCOc1ccc(C)cc1	i	5	20	23	-6.2%	17	721	1.2	853	nt	nt	-1.2%	0.9	1.5	16	1	-0.11	0.13	0.042

Compound activity: PubChem BioAssay, several laboratories
